RmlCD inh 1536 – M. tuberculosis RmlC/RmlD inhibition. P9WH09+P9WH11. RmlC+RmlD coupled enzyme assay, percent inhibition; primary screen in compound mixtures. inhibition, % at 3.6 µM. 160,000 tested, 0.03% active; in the data active means inhibition mostly above about 34%, no sharp cut-off; inconclusive means no clear call, values can overlap the other calls; inactive means mostly below about 22%; further: some results filed as inactive read as strong as hits
Target sequence (P9WH09 whole entry, looked up): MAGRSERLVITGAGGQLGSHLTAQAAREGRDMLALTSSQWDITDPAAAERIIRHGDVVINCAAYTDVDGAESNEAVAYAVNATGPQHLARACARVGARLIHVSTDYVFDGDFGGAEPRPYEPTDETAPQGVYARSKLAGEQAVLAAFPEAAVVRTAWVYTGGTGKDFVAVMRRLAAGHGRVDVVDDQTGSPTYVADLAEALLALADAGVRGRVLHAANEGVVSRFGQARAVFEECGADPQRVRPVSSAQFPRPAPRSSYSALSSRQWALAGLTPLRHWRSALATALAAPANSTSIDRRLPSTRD
Target sequence (P9WH11 whole entry, looked up): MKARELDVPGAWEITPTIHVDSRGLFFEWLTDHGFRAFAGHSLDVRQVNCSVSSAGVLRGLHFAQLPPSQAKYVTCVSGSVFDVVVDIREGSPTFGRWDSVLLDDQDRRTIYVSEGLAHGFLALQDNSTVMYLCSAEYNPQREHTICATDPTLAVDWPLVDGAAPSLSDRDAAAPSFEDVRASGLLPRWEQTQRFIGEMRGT
M. tuberculosis GlmU – inhibition of mycobacterial GlmU enzyme – biochemical, glucosamine-1-phosphate acetyltransferase (AID 1376) | 220,000 tested, 0.25% active | one-dose inhibition, %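 (tested at 30 µM in the primary screen)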; IC50 in µM for titrated hits | M. tuberculosis GlmU acetyltransferase enzyme assay; higher % means a stronger effect; in the data active means inhibition above about 13%; inconclusive means no clear call, values can overlap the other calls;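 further: 0% = complete reaction with vehicle and 100% = reaction without substrate; strong numbers were not always called active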
The depositor's hits bear a star; ? = inconclusive; · = not tested or not shown. Not all compounds are listed, so the mix of outcomes need not match the whole.

SMILES	RmlCD inh 1536	M. tuberculosis GlmU
CC(SCc1ccccc1)C(=O)Nc1ccc2c(c1)OCO2 (configuration not stated)	-5	2.4%
O=C(OC(C(=O)NC1CCCC1)c1ccc(F)cc1)c1ccno1 (configuration not stated)	·	-2.2%
S=C(NCc1ccc(Cl)c(Cl)c1)Nc1ccc2c(c1)OCO2	-9	-3.0%
CCOC(=O)C(Cc1c(F)cccc1Cl)c1ccno1 (configuration not stated)	-10	-2.2%
COc1ccc(CCNC(=O)CCNC(=O)c2ccc(Cl)cc2)cc1OC	5	2.2%
CC(C)(C)NC(=O)c1ccc(Cn2cc(C(F)(F)F)ccc2=O)cc1	-6	2.1%
O=C(C1=C(Nc2ccccc2)c2ccccc2S(=O)(=O)N1)c1ccccc1	-4	-1.9%
CC(C)NC(=O)Cc1ccc(Br)cc1	-11	4.8%
CN(C)c1cccc2c1c(NC(=O)Nc1ccc(F)cc1F)nn2C	13	0.5%
N=c1c(C(=O)NCc2ccco2)cc2c(=O)n3ccccc3nc2n1CC1CCCO1 (configuration not stated)	·	-1.6%
Cc1cc(N2C(=O)c3ccccc3C2=O)n(C)n1	-11	5.2%
O=C(CCc1ccccc1)NNC(=S)NC(=O)c1ccc(Cl)cc1	·	1.5%
S=c1nc(-c2sccc2OCc2ccc(Cl)cc2Cl)[nH][nH]1	12	3.4%
Cc1nc(NCCCO)c(C#N)c2c1COC(C)(C)C2	5	-1.3%
COc1ccc(C(=O)Oc2cccc3cccnc23)cc1[N+](=O)[O-]	11	-1.8%
CCCc1cc(=O)[nH]c(SCC(=O)c2ccc3c(c2)NC(=O)CO3)n1	·	3.5%
CC1(C)CC2CC(C)(CN2C(=S)Nc2ccccc2)C1 (configuration not stated)	-9	9.7%
O=C1CCC(C(=O)OCc2c(Cl)cccc2Cl)N1 (configuration not stated)	4	6.0%
CCCC(=O)N(CCN(C(=O)CCC)c1ccccc1)c1ccccc1	·	1.4%
COc1ccc(-c2cc(C(=O)NCCN3CCOCC3)c3ccccc3n2)c(OC)c1	90	-3.2%
COc1cc(C2c3c([nH]c(=O)[nH]c3=O)Nc3ccc4ccccc4c32)ccc1O (configuration not stated)	7	4.8%
CCc1cc(C(=O)O)c(NC(=O)c2cc(OC)c(OC)c(OC)c2)s1	3	1.8%
CC1CCCCC1N1CCN(C(=O)c2cccc(F)c2)CC1 (configuration not stated)	21	-0.8%
COc1ccccc1C(=O)Nc1ccc(N2CCN(C(C)=O)CC2)cc1	·	1.2%
CC1C(c2ccccc2)C(C#N)(C#N)C2(C#N)C(=O)NC1(N)C2C (configuration not stated)	-2	-1.4%

Grouped by structure: those above containing a Cl atom (6)
SMILES	RmlCD inh 1536	M. tuberculosis GlmU
S=C(NCc1ccc(Cl)c(Cl)c1)Nc1ccc2c(c1)OCO2	-9	-3.0%
CCOC(=O)C(Cc1c(F)cccc1Cl)c1ccno1 (configuration not stated)	-10	-2.2%
COc1ccc(CCNC(=O)CCNC(=O)c2ccc(Cl)cc2)cc1OC	5	2.2%
O=C(CCc1ccccc1)NNC(=S)NC(=O)c1ccc(Cl)cc1	·	1.5%
S=c1nc(-c2sccc2OCc2ccc(Cl)cc2Cl)[nH][nH]1	12	3.4%
O=C1CCC(C(=O)OCc2c(Cl)cccc2Cl)N1 (configuration not stated)	4	6.0%

A stretch taken from the entries so far, for reference:
SMILES	RmlCD inh 1536	M. tuberculosis GlmU
CCc1cc(C(=O)O)c(NC(=O)c2cc(OC)c(OC)c(OC)c2)s1	3	1.8%
CC1CCCCC1N1CCN(C(=O)c2cccc(F)c2)CC1 (configuration not stated)	21	-0.8%

Further records:
SMILES	RmlCD inh 1536	M. tuberculosis GlmU
Cc1ccc(-n2c(C)cc(/C=N/NC(=O)CC3(C)OCCO3)c2C)cc1	·	1.3%
N#Cc1cnn(-c2cccc(Cl)c2)c1-n1cccc1	-11	-2.9%
CCCN(C(=O)c1cc(S(=O)(=O)N2CCCCC2)ccc1Cl)C1CCS(=O)(=O)C1 (configuration not stated)	11	-4.3%
COC(=O)COC(=O)CC(CC(N)=O)c1ccccc1 (configuration not stated)	9	·
Cn1c(NC(=O)c2ccco2)c(-c2ccccc2Cl)c(=O)c2ccccc21	9	3.5%
CC1CN(c2c3c(nc4ncnn24)CCCC3)CC(C)O1 (configuration not stated)	·	0.5%
Cc1ccc(NC(=O)CSc2nnnn2C)cc1S(=O)(=O)N(C)C	1	0.2%
COc1ccc(S(=O)(=O)Nc2ccc3c(c2)n(C)c(=O)n3C)cc1	-15	4.8%
C(=N\Nc1nc2ccccc2[nH]1)/c1ccccc1	7	-4.4%
CCCc1cc(-c2[nH]ncc2-c2ccc(C(=O)OCC)o2)c(O)cc1O	-5	6.4%
CCOC(=O)c1[nH]c(C)c(C(=O)Nc2ccc(C)c(Cl)c2)c1C	·	-2.8%
COC(=O)c1sccc1NC(=O)COc1ccccc1Cl	-7	4.4%
CCC(c1nnc(SCC(=O)Nc2cc(Cl)ccc2C#N)n1C1CCCCC1)N(C)C (configuration not stated)	0	-4.6%
Cc1noc(C)c1C(=O)NCCC1=CCCCC1	-1	3.0%
Clc1ccc(-c2nc3cnccn3c2NC2CCCC2)cc1	-1	1.6%
COc1ccccc1-c1nc2cc3ccccc3cc2nc1-c1ccccc1	·	1.9%
O=C(NC(=S)N1CCN(c2nc(-c3ccccc3)cs2)CC1)c1cncc(Br)c1	-5	-1.4%
CCOC(=O)/C(=N\Nc1ccc(Br)cc1)N1CCN(c2ccccc2OC)CC1	0	2.0%
Cc1cc(C)cc(OCC(=O)NNC(=O)c2ccoc2C)c1	4	3.6%
COc1ccccc1/C=C/C=N/NC(=O)CC1C(=O)NN=C1C (configuration not stated)	10	-6.2%
CC(=O)c1ccc(O)c(CO)c1	-6	1.9%
COc1ccc(C2N=C(N)N=C(N)N2c2ccccc2OC)cc1OC (configuration not stated)	63	-1.0%
CC(=O)Nc1ccc(-c2cc(NC(C)=O)n(-c3ccccc3)n2)cc1	85	0.9%
C=CCn1c(SCC(=O)N2CCOCC2)nc(O)c(Cc2ccccc2)c1=O	1	-2.3%
COc1ccc(/C=N/NS(=O)(=O)c2ccccc2)cc1OS(=O)(=O)c1ccccc1	5	-1.7%
The results go on:
SMILES	RmlCD inh 1536	M. tuberculosis GlmU
COc1ccc(C2Nc3ccccc3C(=O)N2NC(=O)c2ccccc2)cc1OC (configuration not stated)	0	-0.3%
CC(=O)Nc1ccc2nc(CN3CCN(CC=C(C)C)C(CCO)C3)ccc2c1 (configuration not stated)	-6	1.6%
CC[C@@H](C)[C@@H](C(=O)N1CCN(C(=O)OC(C)(C)C)CC1)n1cc(CCCCNC(=O)OC(C)(C)C)nn1	·	-6.0%
O=C(Cc1nc2ccccc2[nH]1)N/N=C/c1ccccc1	-6	0.3%
O=C(CNC(=O)c1ccccc1F)OCC(=O)N1CCCc2ccccc21	73	-0.8%
CNCCOc1ccc(Cl)c(Cl)c1	20	0.4%
CN(C)CCN1C(=O)c2oc3ccccc3c(=O)c2C1c1ccc(F)cc1 (configuration not stated)	-10	2.8%
Cc1ccc(S(=O)(=O)c2nc(Nc3nccs3)sc2Cl)cc1	0	3.1%
Cc1ccc(C)c(-c2cc(C(=O)Nc3sc(C)c(C)c3C(N)=O)c3ccccc3n2)c1	23	0.7%
Cc1nn(Cc2ccc(F)cc2)c2sc(C(=O)Nc3ccccc3N3CCOCC3)cc12	·	-3.6%
O=C1N/C(=N/c2ccccn2)SC1Cc1ccccc1 (configuration not stated)	-5	4.1%
CCc1ccc(NC(=S)N2CCN(c3cccc(OC)c3)CC2)cc1	-4	2.9%
Cc1ccc(S(=O)(=O)N2CCN(CC(=O)N/N=C\c3cccnc3)CC2)cc1	31	1.6%
CC(=O)N1CCC(N(CCCOC(C)C)C(=O)Nc2ccc(Cl)cc2)CC1	·	6.3%
CCOc1ccc(-c2[nH]ncc2-c2csc(C)n2)c(O)c1	11	1.0%
COC(=O)CSc1nnc(CCc2nc3ccccc3[nH]2)n1C	6	-0.6%
CCOC(=O)/C(C(=O)Nc1ccc(Cl)cc1Cl)=C1/NC(C)(C)Cc2ccccc21	-13	1.1%
CC(C)=NOc1cc(NC(=O)CCl)cc([N+](=O)[O-])c1	8	-4.9%
CCOC(=O)CN1C(=O)N[C@@H](CCc2ccccc2)C(C(=O)OC)=C1C	·	4.5%
CCCN(CCC)C(=O)C1CCCN1S(=O)(=O)c1cccc2nsnc12 (configuration not stated)	16	-4.9%
O=C(COC(=O)c1ccc2c(c1)OCCO2)NCc1ccccc1	·	-6.4%
N/C(=N\c1nc2ccccc2o1)NC(=O)c1ccccc1F	-4	-4.0%
Cc1onc(-c2ccccc2Cl)c1C(N)=O	·	3.9%
CCOc1ccccc1C(=O)N[C@H](C(=O)NCc1ccccc1)C(C)C	6	1.0%
CCOc1cc2[nH]c(=S)n(CCN3CCCCC3C)c(=O)c2cc1OCC (configuration not stated)	8	2.1%

Reformatted as comma-separated lines: entries from further up.
smiles,RmlCD inh 1536,M. tuberculosis GlmU
CC(=O)c1ccc(O)c(CO)c1,-6,1.9%
COc1ccc(C2N=C(N)N=C(N)N2c2ccccc2OC)cc1OC (configuration not stated),63,-1.0%
CC(=O)Nc1ccc(-c2cc(NC(C)=O)n(-c3ccccc3)n2)cc1,85,0.9%

Carrying on:
SMILES	RmlCD inh 1536	M. tuberculosis GlmU
CC(=O)Nc1ccc(NC(=O)c2nc(-c3ccccc3)oc2C)cc1	2	-2.0%
CCOC(=O)C1=C(O)C(=O)NC(c2ccccc2)=C(OCC)C1	-10	-3.1%
CCC1CCCCN1C(=O)COC(=O)c1cc2ccccc2cc1O (configuration not stated)	·	-2.1%
CC1(C)CC(=O)C=C(Nc2ccc(OCC(F)(F)C(F)F)cc2)C1	-13	1.7%
Cn1ncc([N+](=O)[O-])c1C(=O)Nc1nc2ccccc2n1CCN1CCCCC1	?	-2.2%
COc1cc([C@@H]2c3cc4c(cc3[C@@H](O[C@@H]3O[C@@H]5CO[C@@H](C)O[C@H]5[C@H](O)[C@H]3O)[C@H]3COC(=O)[C@H]23)OCO4)cc(OC)c1O	·	3.7%
Cc1ccc(C)c(N2N=C(C(=O)O)CCC2=O)c1	·	-0.6%
Cc1ccc(-n2nc(C)cc2NC(=O)c2ccc(C)s2)cc1	·	3.2%
CC(C)Cn1c(C(C)NC(=O)Cc2ccccc2)nc2ccccc21 (configuration not stated)	6	2.2%
NC1=NS(=O)(=O)NC1c1ccc(Cl)cc1 (configuration not stated)	·	8.6%
CC(=O)OC1C2CCC1C(N1CCCCC1)CC2 (configuration not stated)	-2	6.0%
Cc1ccc(-c2noc(CCC(=O)Nc3ccccc3C)n2)cc1	-9	·
COc1ccc(CCNC(=O)COc2ccc(S(=O)(=O)NC3CCCCC3)cc2Cl)cc1	·	1.2%
COC(=O)C1=C(C)N=C2SCCC(=O)N2C1c1cc(Br)ccc1OC (configuration not stated)	-5	2.2%
Cn1c(C(=O)NCc2ccccc2)cc2oc3ccccc3c21	-6	-4.0%
CCOC(=O)c1sc(=S)n(Cc2ccccc2)c1C	-2	-3.8%
CCOC(=O)C1(C)NC(c2ccco2)C2C(=O)N(C)C(=O)C21 (configuration not stated)	-9	-1.3%
CCC(=O)N1CCc2cc(S(=O)(=O)NC(Cc3ccccc3)C(=O)NC3CCCCC3C)ccc21 (configuration not stated)	20	2.0%
CCN(CC)S(=O)(=O)c1ccc(N2CCN(S(=O)(=O)c3ccccc3C#N)CC2)nc1	·	4.8%
Cc1cc(C)n(S(=O)(=O)Cc2ccccc2)n1	·	-3.2%
O=C(NC(=S)NC(=O)c1ccccc1F)c1ccccc1F	-5	1.6%
CCN(CC)C(=O)C1(P(=O)(c2ccccc2)c2ccccc2)CCC1	-4	1.4%
CCOC(=O)N1CCN(C(=O)c2ccc(CSc3ccc(Cl)cc3)cc2)CC1	·	2.1%
COCc1cc(OC(=O)N(C)C)nc2c1c(C)nn2C	-13	1.6%
CN(C)CCOCCSc1ccc(Cl)cc1	-5	0.8%
New compounds follow.
SMILES	RmlCD inh 1536	M. tuberculosis GlmU
COC(=O)c1ccccc1Nc1ccccc1	·	-1.2%
O=C(c1cccc(-n2cnnn2)c1)N1CC=C(c2ccccc2)CC1	25	4.5%
Cc1nc2ccccc2cc1C(=O)NCc1ccc(F)cc1	-4	1.2%
Cc1ccc(CSCC(=O)N2CCN(c3ccccc3)CC2)cc1	13	5.3%
COCCCn1c(SCC(=O)NC2CCCC2)nnc1-c1ccco1	7	-1.5%
Cc1ccccc1-c1nn(-c2ccc(F)cc2F)cc1CNCCCN(C)C	·	-0.7%
CCc1nnc(NS(=O)(=O)c2ccc(NS(=O)(=O)c3ccc(NC(C)=O)cc3)cc2)s1	·	0.7%
CCN(CC)C(=O)c1[nH]cnc1C(=O)N[C@@H](C)C(=O)OCc1ccccc1	·	4.6%
Cc1nn(CC(=O)N/N=C/c2cccs2)c(C)c1[N+](=O)[O-]	·	3.3%
Cc1ccc(C(=O)OCC(=O)Nc2ccccc2)cc1NC(=O)c1ccco1	8	10%
O=C(NCCc1cccs1)C12CN(Cc3ccccc3)CC1C(c1cccc([N+](=O)[O-])c1)=NO2 (configuration not stated)	-6	-0.1%
Cc1csc(SCc2c(C(=O)O)oc3ccccc23)n1	26	-0.9%
O=[N+]([O-])c1cc([N+](=O)[O-])c(N2CCOCC2)cc1NCc1ccccc1	8	0.6%
CCCCC(=O)NCc1ccc2c(c1)cc(C)n2C	-8	8.9%
Cc1ccc(S(=O)(=O)Nn2c(C)ccc2C)cc1	·	-2.4%

Part of the list above in order of count of non-hydrogen atoms, largest number first.
SMILES	RmlCD inh 1536	M. tuberculosis GlmU
CCc1nnc(NS(=O)(=O)c2ccc(NS(=O)(=O)c3ccc(NC(C)=O)cc3)cc2)s1	·	0.7%
Cc1ccccc1-c1nn(-c2ccc(F)cc2F)cc1CNCCCN(C)C	·	-0.7%
Cc1ccc(CSCC(=O)N2CCN(c3ccccc3)CC2)cc1	13	5.3%
Cc1nc2ccccc2cc1C(=O)NCc1ccc(F)cc1	-4	1.2%
Cc1ccc(S(=O)(=O)Nn2c(C)ccc2C)cc1	·	-2.4%

Screening data from PubChem.
